Screening data from PubChem.
KB-3-1 tox: kills parental KB-3-1 adenocarcinoma cells; KB-3-1 viability, CellTiter-Glo ATP luminescence, 72 h; Potency, µM (doses to about 46.1 µM), for inactives: at the top dose activity change, negative = cytotoxic, actives largely listed as cytotoxic; actives 1.4% (n = 400,000); AID 1347075; also: potency is read from the fitted curve at half-maximal effect; % is scaled to controls: 0 for no effect and ±100 for the full control effect; nearly all actives have a fitted effect of over 60% in size
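Cells are dispensed, compounds pinned in, plates held at 37 °C for 72 h, then CellTiter-Glo is added and luminescence read after 10 minutes. Cell line: parental KB-3-1 in phenol-red-free DMEM, 10% FBS.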
HT1080NT lethal: kills 2HG-producing HT-1080-NT fibrosarcoma cells; AID 686970; actives 1.6% (n = 360,000); HT-1080-NT fibrosarcoma viability, CellTiter-Glo ATP luminescence, 48 h; Potency, µM (top dose mostly 46.1 µM), for the others: top-dose activity, negative = less viability, most hits filed as cytotoxic;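 also: NT is the 2HG producing partner of a matched IDH1 knockdown line; potency is read from the fitted curve at half-maximal effect; 0% = DMSO-treated cells and -100% = media-only wells without cells; nearly all actives have a fitted effect of over 55% in size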
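HT-1080-NT fibrosarcoma cells (2HG-overproducing), 750 cells/well in RPMI with 5% FBS, dosed after 2 h and incubated 48 h at 37C. CellTiter-Glo luminescence normalized to DMSO and no-cell wells; concentration-response curves fitted and classed.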
IL-1B inflam inh: inflammasome signaling inhibition, IL-1 beta readout; THP-1 LPS/ATP IL-1B secretion, AlphaLISA, 16 h; active compounds read low; activity change, % at 57.5 µM; actives 4.7% (n = 360,000); in the data active = activity change below about -50%; inconclusive = mostly about -30% to -49%; also: % is scaled to controls: 0 for no effect and ±100 for the full control effect
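THP-1 cells pretreated 1 hr with compounds (up to 57.5 uM final), then stimulated with LPS (250 ng/mL final) plus ATP (1.25 mM final); secreted IL-1B measured by AlphaLISA after 16 hr, decreased signal indicating inhibition.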
GLP1R cytotox: cytotoxic in the GLP-1 receptor inverse agonist counter-screen; HEK293 cAMP-luciferase reporter cells, luminescence, 24 h; actives 0.13% (n = 410,000); Potency, µM (doses to about 38.3 µM), inactives show at the top dose activity change, negative = inhibition, hits mostly inhibitors;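 also: loss of luciferase light is scored as toxicity; potency is read from the fitted curve at half-maximal effect; % is scaled to controls: 0 for no effect and ±100 for the full control effect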
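Step one: seed cells (200 cells/uL, DMEM with 10% Nu serum, 1% pen-strep). Step two: 12-hour incubation at 37 deg C. Step three: pin 23 nL compound, incubate 24 hr. Step four: add luciferase reagent, read luminescence 12 min later.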
D3 ag: agonists of human D3 dopamine receptor. P35462. D3R DiscoveRx beta-arrestin cells, luminescence, 90 min. max activation, %. actives 0.58% (n = 410,000). AID 652048; in the data active = max activation above about 30%; also: 0% is about no effect; mostly tested at two doses, the higher about 12 µM
Target sequence (P35462 whole entry, looked up): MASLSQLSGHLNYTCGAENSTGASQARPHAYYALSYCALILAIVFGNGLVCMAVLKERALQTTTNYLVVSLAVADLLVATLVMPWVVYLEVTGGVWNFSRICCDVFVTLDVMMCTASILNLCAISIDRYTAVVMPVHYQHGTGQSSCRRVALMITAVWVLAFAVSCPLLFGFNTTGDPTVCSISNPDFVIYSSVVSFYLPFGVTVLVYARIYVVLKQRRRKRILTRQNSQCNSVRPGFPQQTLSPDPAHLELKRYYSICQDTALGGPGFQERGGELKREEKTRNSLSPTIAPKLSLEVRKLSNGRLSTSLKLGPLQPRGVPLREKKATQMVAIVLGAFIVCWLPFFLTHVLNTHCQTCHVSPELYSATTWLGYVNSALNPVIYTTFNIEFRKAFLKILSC
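Agonist-mode cell screen: cells plated at 1500/well and incubated overnight at 37 °C, then exposed to library compounds for 90 min at 37 °C. Detection reagent was added for 30–60 min at room temperature, and luminescence was read.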
KB-V1 cytotox: kills drug-selected multidrug resistant KB-V1 cells | Potency, µM (doses to about 46.1 µM), for inactives: top-dose activity change, negative = cytotoxicity, usual class: cytotoxic | AID 1347076 | actives 3.4% (n = 400,000) | KB-V1 MDR cells viability, CellTiter-Glo, 72 h; also: potency is read from the fitted curve at half-maximal effect; % is scaled to controls: 0 for no effect and ±100 for the full control effect; nearly all actives have a fitted effect of over 60% in size
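Cells of the MDR subline KB-V1 are plated, dosed with compound at multiple concentrations, and incubated 72 h at 37 degrees C; CellTiter-Glo is then added and luminescence read after 10 min.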
HT1080 IDH1KD tx: toxicity to HT-1080 IDH1 knockdown cells (counter line); HT-1080 IDH1 knockdown viability, ATP luminescence, 48 h; Potency, µM (top dose mostly 46.1 µM), for the others: at the top dose activity, negative = toxicity, actives largely listed as cytotoxic; actives 2% (n = 360,000);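 also: potency is read from the fitted curve at half-maximal effect; 0% = DMSO wells and -100% = cell-free medium wells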
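Cytotoxicity counter-line: IDH1KD HT-1080, 48 h, CellTiter-Glo. Curves classed by r2, magnitude and activity.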
MCF10A rereplic: induces DNA re-replication in MCF 10a normal breast cells; MCF 10A DNA re-replication, Hoechst nuclear intensity, 48 h; Potency, µM (top dose mostly 46.1 µM), for inactives: at the highest dose activity, positive = re-replication, usual class: activators; actives 2.9% (n = 350,000); also: potency is read from the fitted curve at half-maximal effect; % of control where 0% means no effect; nearly all actives have a fitted effect of over 50% in size
SW480 rerep: DNA re-replication induction in SW480 cells | actives 1.8% (n = 340,000) | AID 624297 | Potency, µM (doses to about 46.1 µM), for the others: at the top dose re-replication activation, most hits filed as activators | SW480 DNA re-replication, Hoechst DNA content imaging, 48 h; also: potency is read from the fitted curve at half-maximal effect; % of control where 0% means no effect; nearly all actives have a fitted effect of over 55% in size
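250 cells/well; 23 nL cpd via pin tool; 48 hr, 37 C, 5% CO2; Hoechst 40 min; imager read of total nuclear intensity, ex 405/em 500-530 nm.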
* = called active by the depositor; [ ] = remark or other dose. Unless noted, calls follow the shape of the dose curve; as a rule, active = well fitted curve in the direction sought with a large enough effect; inconclusive = small, poorly fitted or top-dose-only effect, or another doubt; inactive = no such curve, though single readings can be large; an effect the other way counts as inactive or inconclusive. Compounds as they come; any-hit rate near 11%.

Screening CC(CN1CCCC1)OC(=O)c1ccc(Cl)cc1 (stereo unspecified) returned KB-3-1 tox 1%, HT1080NT lethal -2%, IL-1B inflam inh 2, GLP1R cytotox -7%, D3 ag -25, KB-V1 cytotox 0%, HT1080 IDH1KD tx 0%, MCF10A rereplic -9% and SW480 rerep -13%.
Screening O=C(CSc1ccccn1)Nc1ccc(F)c([N+](=O)[O-])c1 returned KB-3-1 tox -1%, HT1080NT lethal -13%, IL-1B inflam inh -76*, GLP1R cytotox 6%, D3 ag -4, KB-V1 cytotox -3%, HT1080 IDH1KD tx -3%, MCF10A rereplic 5% and SW480 rerep -1%.
`CCOC(=O)c1ccccc1-c1csc(NS(=O)(=O)c2ccc(Cl)cc2)n1` gave KB-3-1 tox -10%, HT1080NT lethal -16%, IL-1B inflam inh 18, GLP1R cytotox -38%, D3 ag 2, KB-V1 cytotox -25%, HT1080 IDH1KD tx -10%, MCF10A rereplic inconclusive and SW480 rerep -3%.
Screening CCC(NC(=S)Nc1ccccc1)C(=O)O (stereo unspecified) returned KB-3-1 tox 0%, HT1080NT lethal 4%, IL-1B inflam inh 0, GLP1R cytotox 1%, D3 ag 3, KB-V1 cytotox 12%, HT1080 IDH1KD tx 4% and MCF10A rereplic -4%.
Screening Cc1ccc(NC(=O)C(=O)NCC(c2cccnc2)N2CCN(c3ccccc3F)CC2)cc1Cl (stereo unspecified) returned KB-3-1 tox -3%, GLP1R cytotox 2%, D3 ag -3 and KB-V1 cytotox -20%.
Screening Cc1cc(C(=O)OCC(=O)N(CC(C)C)c2c(N)n(Cc3ccccc3)c(=O)[nH]c2=O)c2ccccc2n1 returned KB-3-1 tox 0%, HT1080NT lethal -2%, IL-1B inflam inh 9, GLP1R cytotox 7%, D3 ag -2, KB-V1 cytotox 4%, HT1080 IDH1KD tx 5%, MCF10A rereplic 3% and SW480 rerep -10%.
For CCOC(=O)NC(=O)CSc1nc2ccc(OCC)cc2[nH]1 the results were KB-3-1 tox inconclusive, HT1080NT lethal 9%, IL-1B inflam inh 32, GLP1R cytotox -3%, D3 ag 0, KB-V1 cytotox 19%, HT1080 IDH1KD tx 4%, MCF10A rereplic 0% and SW480 rerep -3%[9.22 µM].
`Cc1[nH]c2ccc(F)cc2c1CCN(Cc1cccnc1)C(=S)Nc1ccccc1` gave KB-3-1 tox -2%, HT1080NT lethal -8%, IL-1B inflam inh -11, GLP1R cytotox -8%, D3 ag -3, KB-V1 cytotox -3%, HT1080 IDH1KD tx -1%, MCF10A rereplic inconclusive and SW480 rerep 5%.
`CSc1ccc(CN2CCC(C)(Oc3ccc(F)cc3)C2)cc1` (stereo unspecified) gave KB-3-1 tox 0%, HT1080NT lethal inconclusive, IL-1B inflam inh 3, GLP1R cytotox -16%, D3 ag -11, KB-V1 cytotox 5% and HT1080 IDH1KD tx -2%.
For COc1cccc(CC(NC(C)=O)C(=O)NC2CCN(S(=O)(=O)c3cccc4ccccc34)CC2)c1 (stereo unspecified) the results were KB-3-1 tox 37%, HT1080NT lethal inconclusive, IL-1B inflam inh 2, GLP1R cytotox -19%, D3 ag 5, KB-V1 cytotox inconclusive, HT1080 IDH1KD tx -27%, MCF10A rereplic 0% and SW480 rerep -4%.
`CC(C)C(C)(C#N)NC(=O)COC(=O)C1CCN(S(=O)(=O)c2ccc3c(c2)OCCO3)CC1` (stereo unspecified) gave KB-3-1 tox -9%, HT1080NT lethal 8%, IL-1B inflam inh -3, GLP1R cytotox 14%, D3 ag 3, KB-V1 cytotox -1%, HT1080 IDH1KD tx 24%, MCF10A rereplic 4% and SW480 rerep -3%.
`CCc1nc2nc(C)c(NS(=O)(=O)c3ccc(C)cc3)c(=O)n2[nH]1` gave KB-3-1 tox -3%, GLP1R cytotox 12%, D3 ag 1 and KB-V1 cytotox 14%.
CCNc1nc(NOC)nc(OCC#N)n1 was read as KB-3-1 tox 0%, HT1080NT lethal 7%, IL-1B inflam inh 7, GLP1R cytotox 1%, D3 ag -4, KB-V1 cytotox inconclusive, HT1080 IDH1KD tx 2%, MCF10A rereplic 1% and SW480 rerep -50%[inhibitor].
CCOC(=O)C1C(=O)OC2(CCCC2)C1C(=O)OCC (stereo unspecified) was read as KB-3-1 tox -4%, HT1080NT lethal 5%, IL-1B inflam inh -7, GLP1R cytotox -9%, D3 ag -4, KB-V1 cytotox -11%, HT1080 IDH1KD tx 2%, MCF10A rereplic -8% and SW480 rerep -5%.
CSc1ccc(/C=C/C(=O)OCC(=O)NCC2CCCO2)cc1 (stereo unspecified) was read as KB-3-1 tox 6%, HT1080NT lethal 16%, IL-1B inflam inh 17, GLP1R cytotox -17%, D3 ag -1, KB-V1 cytotox 3%, HT1080 IDH1KD tx 4%, MCF10A rereplic 8% and SW480 rerep 4%.

The final two compounds of the part before open the next one.
CCOC(=O)C1C(=O)OC2(CCCC2)C1C(=O)OCC (stereo unspecified) was read as KB-3-1 tox -4%, HT1080NT lethal 5%, IL-1B inflam inh -7, GLP1R cytotox -9%, D3 ag -4, KB-V1 cytotox -11%, HT1080 IDH1KD tx 2%, MCF10A rereplic -8% and SW480 rerep -5%.
CSc1ccc(/C=C/C(=O)OCC(=O)NCC2CCCO2)cc1 (stereo unspecified) was read as KB-3-1 tox 6%, HT1080NT lethal 16%, IL-1B inflam inh 17, GLP1R cytotox -17%, D3 ag -1, KB-V1 cytotox 3%, HT1080 IDH1KD tx 4%, MCF10A rereplic 8% and SW480 rerep 4%.
`CN(CC(=O)Nc1ccc(Cl)c(C(F)(F)F)c1)C(=O)C1(c2ccccc2)CC1` gave KB-3-1 tox -12%, HT1080NT lethal -24%, IL-1B inflam inh -57*, GLP1R cytotox 5%, D3 ag -21, KB-V1 cytotox -12%, HT1080 IDH1KD tx -26%, MCF10A rereplic inconclusive and SW480 rerep inconclusive.
Screening NC(=O)c1ccsc1NC(=O)c1cccs1 returned KB-3-1 tox -16%, HT1080NT lethal -17%, IL-1B inflam inh -9, GLP1R cytotox 0%, D3 ag -4, KB-V1 cytotox -18%, HT1080 IDH1KD tx -15%, MCF10A rereplic 6% and SW480 rerep -4%.
For CC(C(=O)O)N1c2cccc3cccc(c23)S1(=O)=O (stereo unspecified) the results were KB-3-1 tox 21%, HT1080NT lethal -3%, IL-1B inflam inh 9, GLP1R cytotox 2%, D3 ag -8, KB-V1 cytotox 0%, HT1080 IDH1KD tx -3%, MCF10A rereplic -22% and SW480 rerep 20%.
O=C(COc1ccc2c(c1)oc(=O)c1ccccc12)NCCCN1CCOCC1 was read as KB-3-1 tox -50%, HT1080NT lethal -25%, IL-1B inflam inh inconclusive, GLP1R cytotox 15%, D3 ag -11, KB-V1 cytotox -26%, HT1080 IDH1KD tx -26%, MCF10A rereplic -2% and SW480 rerep inconclusive.
CC(C)c1nc(NCCN2CCOCC2)c(C#N)c2c1COC(C)(C)C2 was read as KB-3-1 tox -1%, HT1080NT lethal 5%, IL-1B inflam inh -25, GLP1R cytotox -1%, D3 ag -2, KB-V1 cytotox inconclusive, HT1080 IDH1KD tx 0%, MCF10A rereplic -1% and SW480 rerep -5%[9.22 µM].
`C[C@H]1CN([C@@H](C)CO)C(=O)CCCn2nncc2CO[C@@H]1CN(C)C(=O)NC1CCCCC1` gave KB-3-1 tox 14%, HT1080NT lethal 4%, IL-1B inflam inh 9, GLP1R cytotox -8%, D3 ag 1, KB-V1 cytotox 5% and HT1080 IDH1KD tx 3%.
Screening O=C(NCCN1CCOCC1)c1cc2n(n1)C(C(F)(F)F)CC(c1ccc(F)cc1)N2 (stereo unspecified) returned KB-3-1 tox 2%, HT1080NT lethal 12%, IL-1B inflam inh 5, GLP1R cytotox -10%, D3 ag 2, KB-V1 cytotox 6%, HT1080 IDH1KD tx 8%, MCF10A rereplic inconclusive and SW480 rerep -11%.
For Cn1cc(S(=O)(=O)N2CCN(c3cccc(Cl)c3)CC2)c(=O)n(C)c1=O the results were KB-3-1 tox 6%, HT1080NT lethal -15%, IL-1B inflam inh 1, GLP1R cytotox -7%, D3 ag -8, KB-V1 cytotox 0%, HT1080 IDH1KD tx -10%, MCF10A rereplic 1% and SW480 rerep -6%.
`O=C(O)C1CCCCC1C(=O)N1CC=C(c2ccccc2)CC1` (stereo unspecified) gave KB-3-1 tox -5%, HT1080NT lethal 4%, IL-1B inflam inh 3, GLP1R cytotox -4%, D3 ag -14, KB-V1 cytotox inconclusive, HT1080 IDH1KD tx 0%, MCF10A rereplic 1% and SW480 rerep 1%.
Cc1cc(C)nc(Sc2ccc(C=O)cc2[N+](=O)[O-])n1 was read as KB-3-1 tox 2%, HT1080NT lethal 1%, IL-1B inflam inh 5, GLP1R cytotox -8%, D3 ag 1, KB-V1 cytotox -3%, HT1080 IDH1KD tx 12%, MCF10A rereplic 0% and SW480 rerep -7%.
`CCOC(=O)C1CCCN(C(=O)c2ccc3nc(-c4ccccc4)c(-c4ccccc4)nc3c2)C1` (stereo unspecified) gave KB-3-1 tox 6%, HT1080NT lethal 6%, IL-1B inflam inh -9, GLP1R cytotox 5%, D3 ag -16, KB-V1 cytotox -1%, HT1080 IDH1KD tx -2%, MCF10A rereplic 1% and SW480 rerep -7%.
Screening Cn1cccc1C(=O)OCC(=O)NCCc1ccc(S(N)(=O)=O)cc1 returned KB-3-1 tox -2%, HT1080NT lethal 11%, IL-1B inflam inh -6, GLP1R cytotox 0%, D3 ag -1, KB-V1 cytotox inconclusive, HT1080 IDH1KD tx 12%, MCF10A rereplic 9% and SW480 rerep 3%.
O=C(CSc1nc2c(c(=O)[nH]1)CCC2)Nc1ccccc1C(F)(F)F was read as KB-3-1 tox 6%, GLP1R cytotox 1%, D3 ag 2 and KB-V1 cytotox 0%.
For CCc1nc2c(OCCn3cccc3)cccn2c1N(C)C(=O)CC(C)C the results were KB-3-1 tox 0%, HT1080NT lethal inconclusive, IL-1B inflam inh 10, GLP1R cytotox 2%, D3 ag -3, KB-V1 cytotox 6% and HT1080 IDH1KD tx 0%.
